# eIF4E-4G inh = blocks eIF4E binding to eIF4G; TR-FRET eIF4E-eIF4GI(517-606) binding, 2 h; inhibition, % at 21.7 µM; actives 0.37% (n = 220,000); AID 782;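 active = inhibition above about 30%, limit read from the data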;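 also: 0% = full FRET control wells and 100% = background wells lacking eIF4GI fragment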
# 14-3-3 Bad PPI = disrupts binding of bovine 14-3-3 zeta to phospho-Bad peptide. P63103. inhibition, % at 21.7 µM. AID 781. actives 0.71% (n = 220,000). TR-FRET 14-3-3zeta/Dy647-pBad peptide displacement, 1 h;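 active = inhibition above about 70%, limit read from the data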;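 also: 0% = full 14-3-3 plus peptide FRET controls and 100% = background without 14-3-3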
# MDM2 E3 inh = Mdm2 E3 ligase (human) inhibition; Q00987; actives 0.11% (n = 210,000); signal enhancement, % at 5 µM; cell-based MDM2 ubiquitination luciferase reporter, 2 h; 0 = plate control, 100 = twice control, blank-subtracted;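 active = signal enhancement of 30% or more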;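 also: luminescence tracks abundance of the self-degrading MDM2-luciferase fusion protein; higher signal means inhibition of MDM2 E3 ligase activity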
# Target sequence (Q00987 whole entry, looked up, the tested form may be a part): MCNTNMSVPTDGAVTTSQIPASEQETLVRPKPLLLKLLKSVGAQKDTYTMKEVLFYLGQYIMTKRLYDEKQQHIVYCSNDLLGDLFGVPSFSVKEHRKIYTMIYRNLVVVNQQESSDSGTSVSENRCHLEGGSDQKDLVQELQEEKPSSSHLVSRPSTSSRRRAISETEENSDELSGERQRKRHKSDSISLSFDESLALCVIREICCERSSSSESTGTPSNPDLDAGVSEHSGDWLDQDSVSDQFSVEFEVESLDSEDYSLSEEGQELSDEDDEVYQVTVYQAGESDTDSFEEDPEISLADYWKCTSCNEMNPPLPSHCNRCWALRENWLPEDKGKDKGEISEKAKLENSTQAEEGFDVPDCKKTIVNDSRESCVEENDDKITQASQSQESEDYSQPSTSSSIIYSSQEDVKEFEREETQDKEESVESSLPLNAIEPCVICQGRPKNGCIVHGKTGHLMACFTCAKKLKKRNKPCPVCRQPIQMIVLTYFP
#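 Buffer or medium: Cells held in DMEM | Assay system: Stable mammalian line carrying autodegrading MDM2–luciferase fusion reporter | Quantity: 2000 cells/well | Times: 4 h settle plus 2 h compound, 37 °C | Doses: One concentration, 5 µM, with 0.2% DMSO | Technique: Luminescence with SteadyLite reagent, 15 min at room temperature | Benchmarks: Plate controls and plate blanks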
# KLK5 inh = kallikrein 5 (human) inhibition. Q9Y337. inhibition, % at 5 µM. recombinant hK5, fluorogenic AMC substrate cleavage. actives 0.59% (n = 210,000);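 active = inhibition of 40% or more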;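 also: 0% = enzyme controls without compound and 100% = no-enzyme blanks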
# Wee1 degr inh = blocks degradation of human Wee1 kinase; P30291; AID 1321; reporter increase, % at 5 µM; HeLa Luc-Wee1K328M stability, luciferase luminescence; 100% = proteasome inhibitor MG132 effect; actives 1.2% (n = 220,000);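 active = activation above the mean of all tested compounds plus 3 SD, set per screening run, cut at about 8.8% in these data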;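 also: cells exposed to compound for 20 h before luminescence read; 0% = DMSO alone and 100% = MG132 at 30 µM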
# FXIIa inh 1536 = blocks human coagulation factor XIIa protease activity; P00748; purified FXIIa, Boc-QGR-AMC fluorogenic substrate, 2 h; inhibition, % at 5 µM; actives 0.3% (n = 220,000); AID 800; in the data active = inhibition above about 40%;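 also: 0% = enzyme with no compound and 100% = blank without enzyme; many of its hits are not listed in these tables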
# Target sequence (P00748 20-372 limits assumed): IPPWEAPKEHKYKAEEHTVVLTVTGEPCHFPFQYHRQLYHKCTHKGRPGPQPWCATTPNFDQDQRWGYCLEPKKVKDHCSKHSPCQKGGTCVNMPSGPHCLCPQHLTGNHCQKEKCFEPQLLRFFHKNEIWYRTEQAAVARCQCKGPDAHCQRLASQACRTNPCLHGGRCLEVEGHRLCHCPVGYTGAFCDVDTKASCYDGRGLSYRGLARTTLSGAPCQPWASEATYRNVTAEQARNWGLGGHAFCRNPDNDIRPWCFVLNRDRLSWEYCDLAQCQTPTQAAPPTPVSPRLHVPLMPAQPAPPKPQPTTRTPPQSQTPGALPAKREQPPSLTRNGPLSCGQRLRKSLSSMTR
# Target sequence (P00748 373-615 limits assumed): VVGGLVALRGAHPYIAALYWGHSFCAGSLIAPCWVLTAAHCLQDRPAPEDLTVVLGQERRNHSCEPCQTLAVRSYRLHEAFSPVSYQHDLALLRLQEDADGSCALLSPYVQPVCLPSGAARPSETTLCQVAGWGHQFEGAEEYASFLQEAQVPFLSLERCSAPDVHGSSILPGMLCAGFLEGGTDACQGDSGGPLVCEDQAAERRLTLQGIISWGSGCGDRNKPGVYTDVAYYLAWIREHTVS
# FXIa inh 1536 = factor XIa (human) inhibition. purified FXIa, Boc-Glu-Ala-Arg-AMC fluorogenic substrate. inhibition, % at 5 µM. actives 0.14% (n = 220,000);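 active = inhibition of at least 40%; inactive = inhibition below 40%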;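 also: fluorescence of freed AMC excited at 355 nm; 0% = enzyme without compound and 100% = no enzyme blank; many of its hits are not listed in these tables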
# p97 inhibitor = human p97 ATPase inhibition. P55072. recombinant p97 ATPase, Kinase-Glo ATP luminescence, 3 h. inhibition, % at 8 µM. actives 0.42% (n = 220,000). AID 1481; in the data active = inhibition above about 15%;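 also: 0% = DMSO vehicle and 100% = wells lacking enzyme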
# Rad51 HR inh = blocks human Rad51 in homologous recombination; hRad51 DNA strand exchange, fluorescence dequenching; inhibition, % at 10 µM; Q06609; actives 0.085% (n = 200,000);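 active = inhibition above 40% at the single screening dose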;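 also: 0% = DMSO control wells and 100% = blanks with heterologous ssDNA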
#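 Test system: preformed human Rad51 ssDNA filaments; also added: Donor/quencher-labelled 47-bp dsDNA substrate; doses: 10 µM final, single point; times: 37 °C 15-min filament assembly, 30-min compound preincubation, 15-min exchange; detection: FRET fluorescence dequenching, excitation 485 nm, emission 520 nm; read-out basis: Fluorescence-based percent inhibition, control- and blank-normalised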
# An asterisk follows results filed as active; · = no result given; [ ] = another dose, or the depositor's remark.
# Every second line gives: eIF4E-4G inh	14-3-3 Bad PPI	MDM2 E3 inh	KLK5 inh	Wee1 degr inh	FXIIa inh 1536	FXIa inh 1536	p97 inhibitor	Rad51 HR inh
- CCCc1c(C(=O)Nc2ccc(N3CCOCC3)cc2)cnn1-c1ccccc1
 : 10	0	-3	-3	3	1	1	2	14
- CCCCNC(=S)NNC(=O)c1csc(C(C)C)c1
 : 0	0[fluorescence artefact?]	-4	-79	0	29	21	13	0
- Cc1cccc(NC(=O)CSc2nc3ccccc3c3nc(CCc4c(C)n[nH]c4C)nn23)c1
 : -3	17	2	-15	-1	1	-4	9	2
- c1ccc(-c2ncc3ccccn23)cc1
 : 6	-7	-13	-3	1	10	3	-2	-5
- O=C(O)c1cc(-c2ccncc2)nc2ccc(F)cc12
 : 1	-5	3	-25	-3	13	7	0	-10
- CC(C)CN1C(=O)/C(=C(/C#N)C(=O)NC2CCCCC2)c2ccccc21
 : -2	-1	-11	-8	-2	-4	-4	2	-4
- CC(C)C(C)(C#N)NC(=O)CSc1nc2scc(-c3ccc(F)cc3)c2c(=O)n1Cc1ccccc1 (stereo not drawn)
 : -13[fluorescence artefact?]	-50	10	2	4	16	6	4	-6
- CC(C)n1c(O)c(N=Nc2ccccn2)c2ccccc21
 : -1[fluorescence artefact?]	-11	1	-18	-1	-3	0	0	5
- CCOc1ccc(S(=O)(=O)Nc2cccnc2)cc1
 : 2	5	-10	-18	-2	5	2	4	-4
- COc1ccc2nc(SCC(=O)Nc3c(C)cc(C)cc3C)[nH]c2c1
 : -2	-9	-1	2	-1	9	-1	-3	7
- O=CNc1ccc(S(=O)(=O)NCc2ccccc2)cc1
 : -11	-10	-27	-4	1	16	4	3	-2
- O=C(CN1CCC(Cc2ccccc2)CC1)NCCc1ccc(F)cc1
 : -1	13	-8	-18	1	-2	0	3	7
- Cc1cc(C)c(C#N)c(SCCN2CCOCC2)n1
 : 0	-3	-13	-9	4	4	9	3	-6
- CCOc1nc(NC2CCCCC2)nc(NC(C)(C)C)n1
 : 0	-2[fluorescence artefact?]	-13	-4	3	12	6	2	1
- C/C(=N\NC(=O)c1c(Cl)c(C)nn1C)c1ccc(NC(=O)COc2ccc(Cl)cc2C)cc1
 : -12	0	-9	-16	3	24	7	-4	·
- Clc1ccc(Cn2nnc(-c3ccc(N4CCOCC4)cc3)n2)cc1
 : -7	-5	-15	-31	-1	18	5	3	1
- CCOCc1nnc(NS(C)(=O)=O)s1
 : 2	19[fluorescence artefact?]	-8	-9	0	6	-3	6	-1
- CCSC(C)CC1CC(=O)CC(=O)C1 (stereo not drawn)
 : 2[fluorescence artefact?]	-3	-7	-15	-1	10	-6	2	-9
- CNC(=O)c1sccc1Oc1ccc(F)cc1[N+](=O)[O-]
 : -2	-13	26	1	2	7	-4	5	5
- COc1ccc(C(=O)NC(=O)NC2(C(Cl)(Cl)Cl)OCCO2)cc1
 : -1	0	-38	-22	8	-8	1	2	18

# Results in KLK5 inh, FXIa inh 1536 and MDM2 E3 inh, for 2 of the compounds above:
SMILES	KLK5 inh	FXIa inh 1536	MDM2 E3 inh
CC(C)CN1C(=O)/C(=C(/C#N)C(=O)NC2CCCCC2)c2ccccc21	-8	-4	-11
CC(C)C(C)(C#N)NC(=O)CSc1nc2scc(-c3ccc(F)cc3)c2c(=O)n1Cc1ccccc1 (stereo not drawn)	2	6	10

# Sorted by the number under Wee1 degr inh (low to high): 5 from the list above.
molecule	Wee1 degr inh
COc1ccc2nc(SCC(=O)Nc3c(C)cc(C)cc3C)[nH]c2c1	-1
CCCCNC(=S)NNC(=O)c1csc(C(C)C)c1	0
CCCc1c(C(=O)Nc2ccc(N3CCOCC3)cc2)cnn1-c1ccccc1	3
Cc1cc(C)c(C#N)c(SCCN2CCOCC2)n1	4
COc1ccc(C(=O)NC(=O)NC2(C(Cl)(Cl)Cl)OCCO2)cc1	8

# The list continues.
# Every second line gives: eIF4E-4G inh	14-3-3 Bad PPI	MDM2 E3 inh	KLK5 inh	Wee1 degr inh	FXIIa inh 1536	FXIa inh 1536	p97 inhibitor	Rad51 HR inh
- O=C(CSc1nnc(-c2ccncc2)o1)NCc1ccc(Cl)cc1
 : 9	-11	5	-7	-2	7	5	7	8
- O=C(CCCOc1ccccc1)N1CCN(c2ccc(F)cc2)CC1
 : 1	5	1	5	1	17	5	-2	8
- Cc1ccc(N(C(=O)C2CCC(=O)N2)C2(C(=O)NC3CCCCC3)CCCCC2)cc1 (stereo not drawn)
 : 3	0[fluorescence artefact?]	-16	-17	0	-11	-19	3	4
- O=C(Cn1c(-c2ccccn2)nc2ccccc21)N/N=C/c1cccnc1
 : 6	7	-15	113*	2	30	48*	-3	-5
- COc1cc(-n2c(=O)c3ccccc3n(Cc3cc(=O)n4ccccc4n3)c2=O)cc(OC)c1OC
 : 0	4	5	-17	-3	6	11	3	9
- CCOc1ccccc1C(=O)N1CCC(C(=O)c2ccc(F)cc2)CC1
 : 2	1	·	-10	4	16	5	-1	-8
- O=C(O)C1=C(OCc2ccc(F)c(F)c2)C(=O)NCC1
 : 0	-16	-21	-5	0	7	-1	4	-10
- CCC(=O)NNc1ncnc2ccccc12
 : -3	15	-10	2	0	19	17	4	-14
- Cc1ccsc1CNC(=O)c1c(-c2ccccc2)noc1C
 : 3	0	-7	42*	-1	1	-17	0	-11
- CCOC(=O)COc1ccc(C2CC(C)=NN2c2ccccc2)cc1 (stereo not drawn)
 : 5	-15	32*	-3	1	6	-1	3	1
- CCO[C@@H]1OC(C(=O)O)=C[C@H](C2CCCCC2)[C@H]1CCCO
 : 3	-2	·	-2	2	3	-2	-3	-3
- Cc1cc(Cl)c2cc3ccccc3cc2n1
 : 3	0	1	4	2	1	-18	-5	-4
- Cc1c(C(=O)O)oc2ccc(S(=O)(=O)N3CCCCC3C(=O)O)cc12 (stereo not drawn)
 : -1	5	-17	5	0	10	-3	3	-4
- O=C(c1cnc2sccn2c1=O)N1CCc2ccccc2C1
 : 2	-7	2	-5	-2	8	7	8	-3
- CCOC(=O)c1[nH]c(C)c(C(=O)OCC(=O)N2CCc3ccccc32)c1C
 : 2	6	2	-4	4	24	11	-1	8
- O=C(Nc1ccccc1N1CCCC1)c1cccnc1
 : -5	-8[fluorescence artefact?]	-3	-10	1	12	-1	-5	-2
- Cn1nc(C(C)(C)C)cc1C(=O)Nc1nc2c(s1)C(=O)CC(C)(C)C2
 : -6	1	-1	0	-2	7	-1	-1	2
- Cc1ccc(S(=O)(=O)N2c3ccccc3NC(=O)C2CC(=O)Nc2ccccc2)cc1 (stereo not drawn)
 : 3	9	-3	-8	-3	3	3	-1	-8
- COc1ccc(N2C(=O)C3NN=C(C(=O)OCc4ccccc4)C3C2=O)cc1 (stereo not drawn)
 : 6	-3	-2	-3	-3	2	-6	5	11
- COc1ccc(/C=C/C(=O)OCC(=O)Nc2ccc(Cl)cn2)cc1
 : 2	-7	-21	3	0	11	6	-2	2
- CCn1c(C)nc2cc(-c3nnc(-c4c(-c5ccccc5)noc4C)o3)ccc21
 : 3	-9	-16	2	-2	8	0	-15	4
- O=C(CSc1nnc(-c2ccc(Cl)cc2Cl)n1C1CCCCC1)N1CCCC1
 : -3	-7	-13	-23	2	4	-6	-2	-7
- CCOC(=O)Cc1csc(NC(=O)CSc2nnnn2-c2ccc(C)cc2C)n1
 : -5	-2	·	29	0	12	3	-5	-4
- Cc1ccc(C(=O)Nc2cc3c(oc2=O)CCCC3=O)cc1
 : 5	9	-11	-18	4	10	1	-4	-3
- O=C(O/N=C/c1cccc([N+](=O)[O-])c1)C1CC1
 : 10	-15	-11	1	-2	-4	-5	3	5
- O=C(NCc1ccc(Cl)cc1)NCC(F)(F)F
 : 8	-6	2	-15	-3	9	7	4	8
- Nc1ccc(Cl)cc1/C(=N/O)c1ccccc1
 : -11	-1	4	7	2	12	2	-1	-5
- O=C(Nc1cccc(Cl)c1)N1CCSc2cc(Cl)ccc21
 : 1	-9	-14	-10	2	10	2	3	-3
- COC(=O)c1ccc(NC(=O)C(OC)c2ccccc2)cc1 (stereo not drawn)
 : 1	-15	-16	9	0	2	-3	4	-3
- C=CCNC(=S)Nc1ccc2nc(C)c(C)nc2c1
 : 0[fluorescence artefact?]	-5[fluorescence artefact?]	1	3	3	13	-10	3	0
- O=C(Nc1ccc(F)cc1)NC1CCN(Cc2ccccc2)CC1
 : -9	-9	-4	2	1	6	-5	1	-4
- O=C(Nc1ccc(Cc2ccncc2)cc1)c1ccc(S(=O)(=O)N2CCOCC2)cc1
 : -4	6	-20	2	-1	9	-1	6	-6
- CC(C)COc1ccc(C(=O)N/C(=C\c2cccc([N+](=O)[O-])c2)C(=O)O)cc1
 : -4	4	-8	-3	0	0	-2	3	·
- O=C(N/N=C/c1c(Cl)cccc1Cl)C(=O)NC1CC1
 : 2	-2	-8	3	1	8	-1	2	-1
- C=CCCN(Cc1ccccc1)S(=O)(=O)c1ccccc1Br
 : 2	2	0	1	·	6	1	·	-5
- COc1ccc(N2CCN(C(=O)CSc3nnc(Cn4nnc5ccccc54)n3C)CC2)cc1
 : -1[fluorescence artefact?]	-6	2	2	0	-5	-3	-5	6
- Cn1nnnc1SCc1cccc(CSc2nnnn2C)n1
 : 3	2	-1	-1	-2	-7	-4	1	2
- CC(C)CCNC(=O)C(c1ccc(O)cc1)N(Cc1cccs1)C(=O)C1COc2ccccc2O1 (stereo not drawn)
 : 16	-12[fluorescence artefact?]	-2	-15	-1	7	1	9	4
- Cc1onc(-c2ccccc2Cl)c1-c1nc(-c2ccncc2)no1
 : ·	·	-14	1	-1	-1	-4	-2	2
- O=C(NCc1cccnc1)c1ccc(Cn2c(=S)[nH]c3ccc(Br)cc3c2=O)cc1
 : 18	21	5	-5	3	14	3	1	14
- CNc1ccccc1C(C)(C)c1cc(C)[nH]n1
 : -1	-9	-13	-4	-1	4	-6	-9	14
- O=C(CCc1nc2ccccc2[nH]1)N1CCN(C(=O)c2ccco2)CC1
 : -3	5	·	-7	4	-4	-9	-6	·
- O=c1[nH]c(=O)n(Cc2ccco2)c2c1C(C(F)(F)F)(C(F)(F)F)N=C(c1ccc(F)cc1)N2
 : -2[fluorescence artefact?]	-12[fluorescence artefact?]	-16	4	-1	4	-3	0	-2
- O=C(NCc1ccccc1Cl)c1ccc2c(c1)SC1=NS(=O)(=O)CCN12
 : -9	-7	1	-18	0	-3	-3	-1	-7
- O=C(NCCCN1CCOCC1)c1ccc(Sc2ccc(Br)cc2)c([N+](=O)[O-])c1
 : -2	-12[fluorescence artefact?]	-11	-21	-1	11	2	9	9
- COc1cccc(CCc2nnc(CCC(=O)N3CCCC3c3nccs3)o2)c1 (stereo not drawn)
 : -1	-11	-4	·	1	10	-1	4	-11
- CCOC(=O)c1[nH]c2ccccc2c1N=C(C)N(CC)CC
 : 3	10	-10	5	1	5	2	3	·
- Cc1cccc2c1N(CCOc1ccccc1)C(=O)C2=O
 : 16	5	-9	-13	5	10	2	0	·
- COc1ccc(N(CC(=O)NC2CCCC2)C(=O)CCC(=O)Nc2cc(C)on2)c(OC)c1
 : 1	-10	14	-3	-2	12	2	-2	-2
- COC(=O)c1cc(OC)c(OC)cc1NC(=O)CCC1CCCC1
 : 4	-5	-20	3	-2	-2	-3	-4	-6
- CCn1c(=O)[nH]c2ccccc2c1=O
 : -3	-5	-20	-30	1	12	-2	3	3
- Cc1ccsc1/C=N/N1CCN(c2ccccc2)CC1
 : 1	1	-6	-2	-1	16	6	6	2

# Compound activity from PubChem BioAssay.
